Screening results: PubChem, NMMLSC
QS inhibitor = blocks AIP-induced quorum sensing reporter in S. aureus; S. aureus RN6390 RNAIII-GFP reporter, flow cytometry 3 h; inhibition, % at 2 µM; 24,000 tested, 0.3% active;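 active means share of bacteria positive for the green fluorescent reporter and its mean brightness both inhibited by 50% or more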;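 further: 0% = AIP-stimulated control and 100% = unstimulated bacteria without AIP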
QS inhibitor GFP MFI % = second read-out of QS inhibitor, no call of its own (marks repeat the call); inhibition, %; measured here: inhibition of GFP MFI
An asterisk follows results filed as active. Only part of the results is shown; rates above refer to the full screens.

SMILES | QS inhibitor | QS inhibitor GFP MFI %
C#CCN1C(=O)C(O)(CC(=O)c2cccc(OC)c2)c2ccccc21 (stereo unspecified) | 0 | 41
COc1ccc(C(=O)OCCN=C2NS(=O)(=O)c3ccccc32)cc1OC | 2 | 10
CCN(C(=O)c1cc(Cl)ccc1OC)C1CCCCC1 | 1 | 9
COc1ccc(C2CC(C(F)(F)F)n3ncc(C(=O)NCc4cccnc4)c3N2)cc1OC (stereo unspecified) | 3 | 37
CCS(=O)(=O)NCCc1cc2ccc(C)cc2[nH]c1=O | 1 | 8
CC(=O)c1ccc(NC(=O)c2cc(CC(C)C)on2)cc1 | -8 | -25
CCn1cnc2sc(C(=O)Nc3ccc4c(c3)OCO4)c(C)c2c1=O | -8 | -35
COc1cc(C(=O)NCC(c2cccnc2)N2CCN(C)CC2)cc(OC)c1OC (stereo unspecified) | 0 | -30
COc1ccc(CC(=O)NCc2nnc(SCC(=O)Nc3nccs3)n2-c2ccccc2)cc1 | 0 | 7
O=C(C1CCCCC1)N1CCN(S(=O)(=O)c2ccc(Cl)cc2)CC1 | 3 | 11

Brought forward from above: 2 compounds, then new ones.
SMILES | QS inhibitor | QS inhibitor GFP MFI %
COc1ccc(CC(=O)NCc2nnc(SCC(=O)Nc3nccs3)n2-c2ccccc2)cc1 | 0 | 7
O=C(C1CCCCC1)N1CCN(S(=O)(=O)c2ccc(Cl)cc2)CC1 | 3 | 11
Cn1c(=O)c2c(nc(NCCCO)n2Cc2cccc(Br)c2)n(C)c1=O | -1 | -3
Nc1nc(SCc2nc3scc(-c4cccs4)c3c(=O)[nH]2)n[nH]1 | -1 | -27
c1coc(CN(Cc2cccs2)Cc2nnnn2C2CCCCC2)c1 | 3 | 5
O=C(Nc1ccc2c(c1)OCO2)c1cccc(Cl)c1 | 3 | 10
Cc1c(C(=O)OCC2CCCO2)[nH]c2c1C(=O)CC(c1ccco1)C2 (stereo unspecified) | 0 | -5
CCN1CCCC1CNC(=O)C1c2cc(OC)c(OC)cc2C(=O)N(C)C1c1cccnc1 (stereo unspecified) | -1 | -6
CC1=CC(C)(C)Nc2ccccc21 | 0 | -12
Cc1cc(C)c(NC(=O)CSc2nnc(Cc3cccn3C)n2-c2ccc(F)cc2)c(C)c1 | -7 | -15
CCSc1nnc(NC(=O)c2nn(C(C)C)c(=O)c3ccccc23)s1 | -2 | 3
Clc1ccc(-c2nnc(SCc3nc(-c4ccccc4)no3)o2)cc1 | 0 | 15
Cc1ccc(-c2nn(-c3ccccc3)cc2C2SCC(=O)N2Cc2ccccc2)o1 (stereo unspecified) | 1 | 6
COc1ccc(NC(=O)CSc2ccccn2)cc1OC | 0 | 1
COc1ccccc1CN1C(=O)CCC1(C)C(=O)NC1CCCCCC1 (stereo unspecified) | -2 | 1
Cc1ccc(CNC(=O)CS(=O)Cc2nc(-c3ccccc3C)oc2C)cc1 (stereo unspecified) | 0 | 10
CCc1ccc2[nH]c(=O)c(C(c3nnnn3CC3CCCO3)N3CCCc4ccccc43)cc2c1 (stereo unspecified) | 0 | -3
O=C(O)CCn1[nH]c(=O)ccc1=O | -2 | -36
CCOc1ccc(C2c3c(oc4ccccc4c3=O)C(=O)N2c2ccccn2)cc1OC (stereo unspecified) | 0 | 20
CCCn1c(SCC(=O)N2CCCc3ccccc32)nnc1-c1ccccn1 | -1 | -1
COc1ccc(CNc2oc(COc3ccccc3Cl)nc2C#N)cc1 | 1 | 6
CCN(CCCNS(=O)(=O)c1ccc2c(c1)oc(=O)n2C)c1cccc(C)c1 | 0 | 3
Cc1nc2cc(NC(=O)N3c4ccccc4CC3C)ccc2o1 (stereo unspecified) | 0 | -2
COc1cccc(NC(=O)COC(=O)c2cccnc2)c1 | -2 | -5
CN(C)S(=O)(=O)NC(c1ccccc1)c1ccccc1 | 6 | 13
O=C(O)CC(c1ccc(Cl)cc1)N1C(=O)CCC1=O (stereo unspecified) | -3 | -6
CCOC(=O)c1ccc(NC(=O)C2CCCN(S(=O)(=O)c3cnc[nH]3)C2)cc1 (stereo unspecified) | 6 | 21
CCCOc1ccc(N2CC(C(=O)Nc3ccc4c(c3)OCO4)CC2=O)cc1 (stereo unspecified) | -3 | -4
CN1C(=O)CC(N2CCN(C(=O)CN3CCCC3)CC2)C1=O (stereo unspecified) | -6 | -24
COc1ccc(-c2nc(CSCC(=O)NCc3ccco3)c(C)o2)cc1 | 4 | 22
CCOC(=O)N1CCN(C(=O)CSc2ncnc3ccccc23)CC1 | -2 | -1
O=C(c1ccccc1)c1cccn1CC(=O)N1CCN(c2ccccc2)CC1 | 6 | 18
COc1ccc(OC)c(S(=O)(=O)N2CCCCC2C(=O)N2CCN(c3ccccn3)CC2)c1 (stereo unspecified) | -3 | -7
Nc1c(C(=O)NCc2ccco2)nnn1Cc1ccccc1 | -2 | -2
COc1ccc(NC(=O)CSc2nnc(CNC(=O)c3ccco3)n2-c2ccccc2OC)cc1 | -3 | -9
COc1ccc(CN2C(=O)C3C4C=CC(C4)C3C2=O)cc1 (stereo unspecified) | -1 | -8
Cc1nc2ccc(CCO)cc2s1 | -1 | -4
CC1=C(C(=O)OCC(C)C)C(c2cccc(F)c2)N2C(=O)C(C)SC2=N1 (stereo unspecified) | 2 | 7
CCOC(=O)C1CCCN(c2c(Nc3cccc(C)c3)c(=O)c2=O)C1 (stereo unspecified) | -2 | -1
CCCCn1nnc(NC(=O)Cc2ccc(Cl)cc2)n1 | 2 | 10
CSC1=NCCN1C(=O)Cc1ccc(Cl)cc1 | 0 | 0
C=CCn1c(SCC(=O)c2cc(C)n(C(C)COC)c2C)nc2sc(C)c(C)c2c1=O (stereo unspecified) | 7 | 9
Cc1nc2sccn2c1-c1csc(NCc2ccccc2)n1 | 43 | 68
O=C(NC1CCCCCC1)C1c2ccccc2C(=O)N1Cc1ccco1 (stereo unspecified) | 2 | 3
O=C(CSc1ccc2nnc(-c3cccc(F)c3)n2n1)NCC1CCCO1 (stereo unspecified) | -3 | -13
COc1cc2c(cc1OC)-c1cc(OCc3cccnc3)nc(=O)n1CC2 | -3 | -17
CCS(=O)(=O)NCC(c1cccnc1)N1CCN(c2ccccc2F)CC1 (stereo unspecified) | -5 | -4
Cn1c(=O)[nH]c(=O)c2c1nc(CN1CCN(c3ccc(F)cc3)CC1)n2CCCc1ccccc1 | 5 | 14
COC(=O)CCC(=O)Nc1ccc(S(=O)(=O)N2CCCCCC2)cc1 | -1 | -1
Cc1ccc(Cl)cc1N1CCN(Cc2nc3c(c(=O)[nH]c(=O)n3C)n2CCc2ccccc2)CC1 | 0 | -33
CCC(=O)N1CCCc2cc(S(=O)(=O)N3CCN(c4ccccn4)CC3)ccc21 | -2 | -10
CCOc1ccc(C2C3=C(CCCC3=O)Nc3nc(C(F)(F)F)nn32)cc1OC (stereo unspecified) | 8 | 16

The results go on:
SMILES | QS inhibitor | QS inhibitor GFP MFI %
Cc1sc2ncnc(Oc3ccc(-n4ccnc4)cc3)c2c1C | 1 | 14
Cc1ccc2c(c1)NC(=O)C(CC(=O)NCCN(CC(C)C)CC(C)C)O2 (stereo unspecified) | 2 | 0
CCOC(=O)N1CCN(C(=O)CSc2nnc(C3COc4ccccc4O3)o2)CC1 (stereo unspecified) | -2 | -2
COc1ccc(S(=O)(=O)N2CCC(C(N)=O)(N3CCCCC3)CC2)cc1 | -3 | -4
CCNc1oc(COc2ccccc2F)nc1C#N | -1 | 3
CC1C(c2ccccc2)N(C)CCC12NC(=O)NC2=O (stereo unspecified) | 0 | 5
CCOc1cccc(Oc2ccc(C(F)(F)F)cn2)c1 | -1 | 0
C=CCn1c(SCC(=O)Nc2ccccc2OC)nnc1-c1ccco1 | 0 | 9
CCOC(=O)N1CCN(C(=O)CSc2nc(-c3cccc(C)c3)ns2)CC1 | -3 | -6
COc1ccc(N2CCN(CCNS(=O)(=O)c3cccc4nsnc34)CC2)cc1 | 0 | 15
CC1=C(C(N)=O)C(c2ccc3c(c2)OCO3)n2nc(-c3cccc(C)c3)nc2N1 (stereo unspecified) | 0 | -27
Cc1csc(NC(=O)c2cc3c(s2)-c2ccccc2OC3)n1 | -3 | -7
CCC1Oc2ccc(C)cc2N(CC(=O)NCCc2ccc(OC)c(OC)c2)C1=O (stereo unspecified) | -5 | -13
Fc1ccc(Cn2nnc(-c3ccc(CN4CCOCC4)cc3)n2)cc1 | 0 | 3
C/C(=N\n1nnnc1Nc1ccccc1)c1ccc(N)cc1 | -4 | -10
COc1cccc(-c2nc(CS(=O)CC(=O)NCc3ccccc3)c(C)o2)c1 (stereo unspecified) | 0 | -6
CN(C(=O)c1cccc(N2C(=O)C3CC=CCC3C2=O)c1)C1CCCCC1 (stereo unspecified) | -9 | -15
CCn1c(=N)n(CC(O)c2ccco2)c2ccccc21 (stereo unspecified) | 0 | 1
CCOC(=O)c1oc2ccccc2c1NC(=O)COc1cccc(OC)c1 | 0 | 14
Cc1cc(=O)oc(C)c1C(=O)NCc1c(F)cc(F)cc1F | 0 | -4

Already shown: an excerpt of the list.
SMILES | QS inhibitor | QS inhibitor GFP MFI %
CC1=C(C(N)=O)C(c2ccc3c(c2)OCO3)n2nc(-c3cccc(C)c3)nc2N1 (stereo unspecified) | 0 | -27
Cc1csc(NC(=O)c2cc3c(s2)-c2ccccc2OC3)n1 | -3 | -7
CCC1Oc2ccc(C)cc2N(CC(=O)NCCc2ccc(OC)c(OC)c2)C1=O (stereo unspecified) | -5 | -13

Remaining list, next part.
SMILES | QS inhibitor | QS inhibitor GFP MFI %
Cn1c(=O)c2c([nH]c(=O)n2C)n(C)c1=O | 0 | 1
COc1ccc(S(=O)(=O)NCCc2csc(C)n2)cc1C | -1 | -4
O=C1CC(c2ccc3c(c2)OCO3)Sc2nc3ccccc3n21 (stereo unspecified) | -3 | 2
Cc1ccc(S(=O)(=O)NC(CC(=O)O)c2ccccc2)c(C)c1 (stereo unspecified) | 3 | 15
CCCCOC(=O)Cn1cnc2ccc(Br)cc2c1=O | 3 | 8
CC1(C)NC(=O)N(CCOc2cccc(Cl)c2Cl)C1=O | -15 | -25
CCOC(=O)Cn1c(=O)oc2cc(S(=O)(=O)NCc3ccccn3)ccc21 | 7 | 16
Cc1ccc(CSC2=NCCN2C(=O)c2ccco2)cc1 | 2 | 18
COc1ccc(N(C)C(=O)CCC(=O)Nc2ccc3nc(N4CCOCC4)cc(C)c3c2)c(OC)c1 | 19 | 33
CCOc1ccccc1N1C(=O)c2ccc(C(=O)Nc3cccnc3)cc2C1=O | 0 | 5
O=C(O)CCN(CCC(=O)O)c1nnc(SCc2ccccc2)s1 | -2 | -6
CCCCN(c1ccccc1)S(=O)(=O)c1ccc2c(c1)CCN2C(=O)CCC(=O)O | -4 | -13
Cc1ccc2c(c1)-c1c(cnn1CC(=O)N(CCC#N)c1ccccc1)CO2 | 0 | 9
N#Cc1cnc(SCC(=O)Nc2ccccc2C(F)(F)F)nc1N | -4 | -21
C/C(N)=C(/C#N)C(=O)COC(=O)CCSc1ccccc1 | 0 | 7
CCOC(=O)N1CCN(C(=O)C(CC)n2nc(C)c3sc4ccccc4c3c2=O)CC1 (stereo unspecified) | 2 | 10
CCOC(=O)CCNC(=O)CNC(=O)OCc1ccccc1 | 0 | 20
COc1cc2nc(=S)n3[nH]c(CCn4nc(C)cc4C)nc3c2cc1OC | -4 | -7
COc1ccc2c(c1)OC13CCN(C)CC1C2C(C(=O)c1ccc(F)cc1)C(=O)N3 (stereo unspecified) | -1 | -4
Cc1cc(N2CCCC2)n2nc(C)nc2n1 | -2 | 2
O=C(c1ccc(S(=O)(=O)N2CCC(c3nc4ccccc4s3)CC2)cc1)N1CCOCC1 | -2 | -12
COCCCNC(=O)CCC(=O)Nc1ccc2nc(N3CCOCC3)cc(C)c2c1 | 0 | 2
COc1ccc(C(=O)Cn2nnc(-c3cccs3)n2)cc1 | 0 | -12
Cc1[nH]c2ccccc2c1Cc1nnc(SCC(=O)NCc2ccco2)o1 | 1 | 3
COCCCNC(=O)CCn1c(=O)c2ccccc2n(CC(=O)Nc2ccccc2C)c1=O | 1 | -8
Cc1onc(-c2c(Cl)cccc2Cl)c1C(=O)NCC1CCCO1 (stereo unspecified) | -2 | -17
O=C(Cn1nnc(-c2ccccc2F)n1)NCCc1ccccc1 | -4 | -2
CCOc1ccc(Oc2ccc(-c3nnc(-c4ccccc4)o3)cc2[N+](=O)[O-])cc1 | 0 | -6
COc1ccc(C2C(C(=O)N3CCN(c4ccccc4F)CC3)c3ccccc3C(=O)N2C)cc1 (stereo unspecified) | 44 | 50
COc1ccc(-c2nnc(SCc3nnc(-c4ccc(Cl)cc4)o3)n2-c2ccccc2)cc1 | 0 | 16

Two of the compounds above, with each value named:
Cc1[nH]c2ccccc2c1Cc1nnc(SCC(=O)NCc2ccco2)o1
  QS inhibitor: 1 | QS inhibitor GFP MFI %: 3
COc1ccc(C(=O)Cn2nnc(-c3cccs3)n2)cc1
  QS inhibitor: 0 | QS inhibitor GFP MFI %: -12

More records:
SMILES | QS inhibitor | QS inhibitor GFP MFI %
CC(CCc1ccco1)NC(=O)Cn1nc(Cc2ccncc2)c2ccccc2c1=O (stereo unspecified) | 16 | 27
Cc1ccc(CCN2CC(C(=O)NC3CCCC3)CC2=O)cc1 (stereo unspecified) | -3 | 22
CN=C1CC(C)(C)CC(=O)/C1=C(/O)CCC(=O)NC | -3 | 5
Cc1cc(C)n2nc(S(=O)(=O)N(CC(C)C)CC(C)C)nc2n1 | 4 | 12
CC(=O)Nc1nc(C)c(S(N)(=O)=O)s1 | 4 | 23
OCc1nc(CO)n(Cc2ccccc2)n1 | 2 | 14

Single records (already shown):
CN=C1CC(C)(C)CC(=O)/C1=C(/O)CCC(=O)NC reads QS inhibitor: -3; QS inhibitor GFP MFI %: 5
OCc1nc(CO)n(Cc2ccccc2)n1 reads QS inhibitor: 2; QS inhibitor GFP MFI %: 14
